FAS TE block: FAS thioesterase (human) inhibition; recombinant FAS-TE, OMFH fluorogenic substrate, fluorescence endpoint; hit rate 0.67% among 360,000; AID 602261; P49327; inhibition, % at 15 µM;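 active = compounds whose normalised, plate-corrected inhibition of enzyme fluorescence in the single-dose primary screen is 50% or more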;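 also: 0% = DMSO with enzyme and 100% = substrate without enzyme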
Rpn11 inh: blocks the human proteasome subunit Rpn11. O00487. human 26S proteasome, Ub4-pepOG fluorescence polarization; 20S core pre-blocked with epoxomicin. calls only at 20 µM. hit rate 0.59% among 360,000. AID 588493;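 active = inhibition at 20 µM, scaled to each plate's controls, above about 33%, limit read from the data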
Rin1 Abl inh: human Rin1-Abl interaction inhibition; P00519+Q13671; TR-FRET Rin1/Abl binding, biochemical; inhibition, % at 7.35 µM; hit rate 0.4% among 360,000; in the data active = inhibition above about 5%, passing the limit was not always enough
E coli Lon inh: inhibitors of E. coli Lon protease | purified E. coli Lon protease, fluorescence polarization | inhibition, % at 7.94 µM | hit rate 0.42% among 360,000; in the data active = inhibition above about 13%, passing the limit was not always enough;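 also: 0% = enzyme with probe and DMSO and 100% = no enzyme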
CSN deneddyl inh: CSN deneddylation inhibition. Q92905. Purified CSN, SCF-Nedd8-OG deneddylation, fluorescence polarization. inhibition, % at 12.5 µM. hit rate 0.38% among 360,000. AID 651999;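 active = pattern-corrected inhibition above about 35%, with an unprinted fluorescence ratio check between 0.5 and 1.5, limit read from the data, passing the limit was not always enough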;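 also: 0% = enzyme with substrate and 100% = substrate without enzyme; some results filed as inactive read as strong as hits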
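Assay system: purified human Csn5 enzyme expressed in HEK293T cells; measure: % inhibition; also added: SCFSkp2-Nedd8OG substrate at 10 nM final; technique: fluorescence polarization; times: reaction 90 min, room temperature; medium: Tris buffer pH 7.5, NaCl, DTT, Tween-20, trehalose, ovalbumin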
PABP1 MLLE inh: inhibitors of microRNA-mediated deadenylation, human PABP1 MLLE binding | P11940 | GST-MLLE / FITC-PAM2 fluorescence polarization | inhibition, % at 20 µM | hit rate 0.36% among 360,000 | AID 588489; in the data active = inhibition above about 35%, passing the limit was not always enough;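 also: plate controls were DMSO wells with GST-MLLE for no effect and wells lacking GST-MLLE protein for full effect; some results filed as inactive read as strong as hits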
MsrA inhibitor: bovine MsrA inhibition; hit rate 0.75% among 360,000; inhibition, % at 15.5 µM; purified bovine MsrA, absorbance read-out; in the data active = inhibition above about 4.5%;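 also: 0% = vehicle wells with enzyme and 100% = reference inhibitor wells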
MsrA act: activates bovine MsrA enzyme. activation, % at 10.6 µM. purified bovine MsrA, absorbance read-out. AID 602163. hit rate 0.3% among 360,000; in the data active = activation above about 7.5%;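 also: 0% = vehicle and 100% = reference activator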
MT1-MMP act inh: blocks activation of human MT1-MMP; AID 651647; HT1080 RFP-PRO-GFP cells, GFP/RFP ratio fluorescence, overnight; percent of plate control window, DMSO zero; P50281; GFP/RFP ratio change, % at 20 µM; hit rate 0.061% among 360,000;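 active = GFP/RFP ratio change of at least 30% with cell ATP level not reduced by more than half and red fluorescence within 50% of control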; also: strong numbers were not always called active
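Assay system: RFP-PRO-GFP reporter HT1080 cells; read-out basis: GFP/RFP fluorescence ratio; benchmarks: DMSO wells and RFP-L50D-GFP cells; doses: 20 µM single dose, 1% DMSO; schedule: overnight cell settling, then overnight compound exposure, 37 °C, 5% CO2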
Active calls of the source: *; i = inactive; . = no result given.

Values run as follows: FAS TE block, Rpn11 inh, Rin1 Abl inh, E coli Lon inh, CSN deneddyl inh, PABP1 MLLE inh, MsrA inhibitor, MsrA act, MT1-MMP act inh
> COc1cc2c(cc1OC)CN(C(=S)Nc1ccc(Cl)cc1)CC2
    3, i, 1, 0, 0, -124, 3.1, -8, 5
> COc1cc(CN(CCN(C)C)Cc2ccccc2)ccc1OCc1ccccc1
    -4, i, -1, 3, 4, 8, -1.3, 1, -3
> CCC(O)CNC(=O)NC(=C(Cl)Cl)c1ccc(C)c(F)c1 (centres undefined)
    -4, i, -4, 3, 5, -2, -0.6, -11, 0
> CC(C)NC(=O)C(=O)NNC(=O)CCc1ccccc1
    -1, i, 5, -3, -5, 9, -0.8, -4, 4
> C[C@H]1CN([C@@H](C)CO)C(=O)c2cccc(NS(=O)(=O)c3cn(C)cn3)c2O[C@H]1CN(C)S(C)(=O)=O
    -5, i, -1, 0, -1, 11, -0.1, -2, 0
> NC(=O)c1ccccc1NS(=O)(=O)c1ccccc1
    -10, i, 3, -5, 1, 2, 0.8, 1, 0
> Cc1ccc(S(=O)(=O)NCC2CCC(C(=O)NCCCN3CCOCC3)CC2)cc1 (centres undefined)
    -10, i, 1, -11, -1, -6, -1.2, -3, -5
> CC1(c2ccc3c(c2)OCO3)NC(=O)N(CC(=O)Nc2ccc(N3CCOCC3)cc2)C1=O (centres undefined)
    -11, i, -1, -6, 0, -1, 0.6, -3, -1
> O=C1CC(C(=O)Nc2cc(Cl)ccc2Cl)n2ncnc2N1 (centres undefined)
    -6, i, 3, 3, 1, -12, 0.4, -3, 3
> Cc1nn(CCC(=O)NCc2ccc(OC(C)C)cc2)c(=O)c2nn(-c3ccccc3)c(C)c12
    -4, i, 7, -6, 1, 2, 0.5, -3, -3
> O=C(Nc1ncn[nH]1)c1cc(S(=O)(=O)Nc2cccc(C(F)(F)F)c2)ccc1Cl
    -14, i, -4, -4, 3, -11, -0.5, 3, 2
> CCOC(=O)N1CCN(C(=O)CNC(=O)c2ccc(Br)cc2)CC1
    -10, i, -1, -11, -4, 5, -1.0, -3, 0
> CNC(=O)c1cccc(NC(=O)C(C)c2ccc3cc(OC)ccc3c2)c1 (centres undefined)
    2, i, -2, -1, -2, -6, -0.2, 1, 5
> C[C@H]1COC(=O)[C@H](Cc2ccc(F)cc2)C/C=C\C[C@H](CC(=O)NCCO)C(=O)N1
    -9, i, 4, -5, -7, 1, 0.2, -2, -2
> CCOC(=O)c1c(C)[nH]c(C(=O)CN2CCOCC2)c1C
    -4, i, 2, -5, -3, 13, -0.1, -4, 2
> COc1ccc2oc(N)c(C=O)c(=O)c2c1
    -1, i, -3, 2, -3, -11, 2.6, -2, 2
> Cc1ccc(N/C(CSC(N)=O)=N/S(=O)(=O)c2ccccc2)cc1
    -7, i, -2, -1, 2, 1, -0.2, -5, -4
> N#C/C=C(/N)c1ccc(Br)cc1
    -8, i, 0, 0, -2, -5, 0.3, -5, 0
> CCCC(=O)N/C(N)=N/c1nc(C)c2ccccc2n1
    -5, i, 4, -8, 1, -8, 1.4, -2, -1
> COCc1cc(C)nc2sc(C(=O)NN)c(-n3cccc3)c12
    -2, i, -1, 6, -2, -9, -0.5, -3, 12
> CCOc1ccc(CC(=O)N2N=C(C)CC2(O)C(F)(F)F)cc1 (centres undefined)
    5, i, -3, 11, -3, 1, -1.7, -1, 1
> NC(=S)NNc1c(F)c(F)c(F)c(F)c1F
    -3, i, 0, 4, 5, -65, 0.6, -3, -3
> COc1ccc(-c2[nH]c(-c3ccc(C)cc3)nc2SCC(=O)NC2CCCC2)cc1
    13, i, -2, -8, -5, 16, 1.0, -2, 0
> Cc1ccccc1NC(c1cccc(Cl)c1)c1nnnn1C1CCCCC1 (centres undefined)
    -4, i, 1, 1, -4, 7, -1.8, -3, -4
> CNC(=S)N1CCc2cc(OC)c(OC)cc2C1COc1ccc(OC)cc1 (centres undefined)
    14, i, 0, 6, -3, -148, 0.4, -3, 3
> CSCCC(NC(=O)c1ccccc1Br)C(=O)NNC(=O)c1cc(C)oc1C (centres undefined)
    -5, i, 1, -1, -5, 0, -1.2, -1, 0
> CS(=O)(=O)N1CCC(C(=O)Nc2cccc([N+](=O)[O-])c2)CC1
    -6, i, -4, 0, 9, -4, -0.1, -3, 1
> CCN(CC)C(=O)CSc1nnc(CNc2ccc(F)cc2)o1
    -8, i, -2, 3, -1, -11, 0.9, -1, 3
> CCC(c1nnc(SCC(=O)Nc2cccnc2Cl)n1-c1ccccc1)N(C)C (centres undefined)
    -13, i, -1, -2, 1, -22, -0.5, -4, -2
> CNC(=O)CSc1nnc(-c2ccccc2)n1C
    -4, i, -2, 5, 9, -2, -0.2, -3, 1
> COC(=O)C(C(C)=O)C1=C/C(=N\S(=O)(=O)c2ccc(C)cc2)c2ccccc2C1=O (centres undefined)
    19, i, 0, 6, 1, -11, ., -2, -126
> O=C(Nc1ccccc1)C(=O)Nc1cccnc1
    -6, i, -2, 4, -2, 6, -1.1, 0, 1
> O=C1c2cccnc2C(=O)N1C1CCCCC1
    -7, i, -1, -3, -1, -3, -0.3, -1, -2
> CC(NC(=O)Nc1ccccc1F)C(C)(C)C (centres undefined)
    -8, i, 1, 5, 3, -15, -1.3, -1, 0
> CCn1c(SCC(=O)N/N=C/c2c[nH]c3ccccc23)nnc1-c1ccc(C(C)(C)C)cc1
    16, i, -3, -2, -14, -42, 0.3, -12, .
> C=CCn1c(SC(C)C(=O)NCc2ccc3c(c2)OCO3)nc2scc(-c3ccccc3)c2c1=O (centres undefined)
    14, i, -1, -3, 0, -13, 0.1, -10, -9
> C/C(=N\Nc1ccc(Cl)c(C(=O)O)c1)c1ccc2c(c1)OCO2
    -4, i, -3, 11, 0, 18, 0.8, -3, 0
> CNC(=O)CSc1nc2cc(S(=O)(=O)Nc3ccc(OC)cc3)ccc2o1
    -3, i, -1, 4, 0, -38, -0.3, -3, 0
> CCc1cccc(C)c1Nc1nc2ccccc2n2cnnc12
    -5, i, 1, -156, 6, -20, 5.4*, -3, 4
> COc1ccc2oc(C(=O)OCC(=O)N3CCC(C)CC3)c(C)c2c1
    4, i, -1, 4, 1, 3, 1.5, -5, 6

No new results follow: an excerpt of the list.
Values run as follows: FAS TE block, Rpn11 inh, Rin1 Abl inh, E coli Lon inh, CSN deneddyl inh, PABP1 MLLE inh, MsrA inhibitor, MsrA act, MT1-MMP act inh
> CNC(=O)CSc1nnc(-c2ccccc2)n1C
    -4, i, -2, 5, 9, -2, -0.2, -3, 1
> COC(=O)C(C(C)=O)C1=C/C(=N\S(=O)(=O)c2ccc(C)cc2)c2ccccc2C1=O (centres undefined)
    19, i, 0, 6, 1, -11, ., -2, -126
> O=C(Nc1ccccc1)C(=O)Nc1cccnc1
    -6, i, -2, 4, -2, 6, -1.1, 0, 1
> O=C1c2cccnc2C(=O)N1C1CCCCC1
    -7, i, -1, -3, -1, -3, -0.3, -1, -2
> CC(NC(=O)Nc1ccccc1F)C(C)(C)C (centres undefined)
    -8, i, 1, 5, 3, -15, -1.3, -1, 0
> CCn1c(SCC(=O)N/N=C/c2c[nH]c3ccccc23)nnc1-c1ccc(C(C)(C)C)cc1
    16, i, -3, -2, -14, -42, 0.3, -12, .
> C=CCn1c(SC(C)C(=O)NCc2ccc3c(c2)OCO3)nc2scc(-c3ccccc3)c2c1=O (centres undefined)
    14, i, -1, -3, 0, -13, 0.1, -10, -9
> C/C(=N\Nc1ccc(Cl)c(C(=O)O)c1)c1ccc2c(c1)OCO2
    -4, i, -3, 11, 0, 18, 0.8, -3, 0
> CNC(=O)CSc1nc2cc(S(=O)(=O)Nc3ccc(OC)cc3)ccc2o1
    -3, i, -1, 4, 0, -38, -0.3, -3, 0
> CCc1cccc(C)c1Nc1nc2ccccc2n2cnnc12
    -5, i, 1, -156, 6, -20, 5.4*, -3, 4
> COc1ccc2oc(C(=O)OCC(=O)N3CCC(C)CC3)c(C)c2c1
    4, i, -1, 4, 1, 3, 1.5, -5, 6

The list continues:
Values run as follows: FAS TE block, Rpn11 inh, Rin1 Abl inh, E coli Lon inh, CSN deneddyl inh, PABP1 MLLE inh, MsrA inhibitor, MsrA act, MT1-MMP act inh
> CCCOc1cccc(C(=O)N2CCN(C(=O)C3CCCO3)CC2)c1 (centres undefined)
    -3, i, 2, 10, 0, -3, 1.0, -2, -2
> CC(C)(CNC(=O)c1ccccc1F)CNC(=O)c1ccccc1F
    2, i, 1, 4, 1, -8, -0.6, -4, 5
> CC(C)NC(=O)COc1ccc2c(c1)C(=O)CC(C)(C)O2
    -8, i, -2, 8, -4, -1, -0.5, -2, -5
> CC(=O)COc1ccc2c(-c3ccccc3)cc(=O)oc2c1C
    9, i, -4, -6, 1, -7, 19*, -11, -5
> O=c1cc(-c2ccc(O)c(O)c2)oc2cc(O)c([C@@H]3O[C@H](CO)[C@@H](O)[C@H](O)[C@H]3O)c(O)c12
    -8, i, 22*, -14, -4, -12, 4.3, -11, 3
> Cn1cccc1C(=O)OCc1cc(-c2ccco2)on1
    6, i, 2, -10, 0, -9, -0.4, 0, -3
> CC(C)(C)NC(=O)c1cccc2c1OC(C)(C)C2
    -4, i, -1, 1, 0, 1, -0.4, 4, -4
> CCOC(=O)Cc1csc(N/N=C/c2ccccc2)n1
    10, i, -2, -4, -2, -25, 1.7, -3, 1
> COc1ccc2c(c1)[C@H]1[C@H](CO2)[C@H](c2ccccc2)[C@]2(C)C(=O)Nc3cc(C)ccc3C(=O)N12
    36, i, 3, 4, 2, -10, -0.3, 0, -8
> CC1(C(=O)NS(=O)(=O)c2ccccc2)CCN1C(=O)c1ccccc1 (centres undefined)
    -7, i, -2, 0, 3, 11, 1.2, -2, 3
> CCC(=O)c1ccc(OCC(=O)Nc2cccc(S(=O)(=O)N(C)c3ccccc3)c2)cc1
    25, i, 0, 2, -6, -6, -1.1, -1, 6
> CCN(CC)CCNCc1ccc(OCc2ccc(Cl)nc2)c(OC)c1
    -12, i, -2, -7, -7, -8, -0.3, -2, 8
> CN(C)c1ccc(NC(=O)CSc2nc3ccccc3c(=O)n2C2CCCCC2)cc1
    28, i, -2, -6, 3, -9, 0.9, -2, -13
> CC1C/C(=N/O)C(C)CN1 (centres undefined)
    -5, i, 2, -7, 3, 7, 0.2, 1, 1
> Cc1cccc2cc(C#N)c(NCCNS(=O)(=O)c3ccc4c(c3)OCCO4)nc12
    2, i, -3, -5, 2, 1, 0.5, -10, -2
> COC(=O)CN1C(=S)N(c2ccc(OC)cc2)C(=O)/C1=C/c1ccc(OC)cc1
    24, i, -1, -5, 5, -9, 1.8, -10, -2
> Cc1c(CCC(=O)N[C@@H](C)C(=O)O)c(=O)oc2cc3occ(-c4ccccc4)c3cc12
    3, i, 0, -5, 2, 10, 2.8, -12, 2
> Cc1cc(C)c(C)c(Cn2c(CO)nc3ccccc32)c1C
    8, i, -3, -4, 1, 0, -0.2, 0, -11
> O=c1c2c(nc3nc(COc4ccccc4)[nH]n13)CCC2
    -5, i, -1, 0, 1, 12, -0.3, -1, -2
> O=C(OCC(=O)N1CCC(Cc2ccccc2)CC1)c1ccccc1
    5, i, 0, 2, -4, 7, -0.2, -1, 4

Bioassay records from PubChem BioAssay.
